# Mcl1 Bid PPI: Mcl-1/Bid binding inhibitors, primary screen, biochemical, TR-FRET, 1536-well | Induced myeloid leukemia cell differentiation protein Mcl-1 (Homo sapiens), Q07820 | TR-FRET Mcl-1/Bid-Dy647 peptide binding | inhibition, % at 21.7 µM | 220,000 compounds, 0.97% hits;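 active = compounds that cut the binding signal by more than half at the single screening dose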;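 also: His-tagged Mcl-1 with europium anti-His antibody binding Bid BH3 peptide; 0% = Mcl-1 plus peptide wells and 100% = peptide-only wells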
# Target sequence (Q07820 whole entry, looked up): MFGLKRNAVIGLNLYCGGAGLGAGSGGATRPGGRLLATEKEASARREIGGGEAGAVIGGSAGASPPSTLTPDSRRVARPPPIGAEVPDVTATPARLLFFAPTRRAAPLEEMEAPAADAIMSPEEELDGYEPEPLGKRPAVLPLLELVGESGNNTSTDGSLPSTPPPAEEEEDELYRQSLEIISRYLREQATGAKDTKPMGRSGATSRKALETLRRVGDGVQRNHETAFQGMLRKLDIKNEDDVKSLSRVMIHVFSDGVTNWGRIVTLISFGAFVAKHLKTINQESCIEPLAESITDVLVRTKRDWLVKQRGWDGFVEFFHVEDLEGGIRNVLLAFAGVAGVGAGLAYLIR
# Rab2 wt GTP: modulators of GTP binding to Rab2A wildtype, primary screen, biochemical, dog, bead-based flow cytometry, multiplex. GST-Rab2 wt beads, Bodipy-GTP binding. GTP binding activity, % at 10 µM. 190,000 compounds, 0.19% hits;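 active = GTP binding activity at least 20 points away from 100%, either lowered or raised; inconclusive = signal likely due to the compound's own green fluorescence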;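 also: 0% = beads with excess unlabeled GTP and 100% = no-compound control corrected for plate trend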
# Cdc42 wt: modulators of GTP binding to wildtype Cdc42, primary screen, biochemical, multiplex bead flow cytometry, Bodipy-GTP; Cell division control protein 42 homolog (Homo sapiens), P60953; 190,000 compounds, 0.2% hits; percent activity (GTP binding), % at 10 µM; GST-Cdc42 beads; actives lie on both sides;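 active = percent activity GTP binding at least 20 points away from the 100% baseline, either down as inhibitor or up as activator; inconclusive = compound flagged as likely green fluorescent from well-wide comparison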;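 also: median bead fluorescence of bound Bodipy-FL-GTP at 100 nM; 0% = excess unlabeled GTP control and 100% = no compound control; below 100% means less GTP binding so inhibitor and above means activator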
# Target sequence (P60953 whole entry, looked up): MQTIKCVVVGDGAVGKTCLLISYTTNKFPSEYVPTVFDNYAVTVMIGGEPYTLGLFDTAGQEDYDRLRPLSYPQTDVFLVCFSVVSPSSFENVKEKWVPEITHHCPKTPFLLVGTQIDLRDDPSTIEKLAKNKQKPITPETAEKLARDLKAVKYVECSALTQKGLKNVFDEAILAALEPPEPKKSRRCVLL
# Mcl1-Noxa inh: Mcl-1/Noxa binding inhibitors, primary screen, biochemical, TR-FRET, 1536-well; Induced myeloid leukemia cell differentiation protein Mcl-1 (Homo sapiens), Q07820; TR-FRET Mcl-1/Noxa peptide binding, 2 h; inhibition, % at 21.7 µM; 220,000 compounds, 1.5% hits;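 active = compounds that cut the protein-peptide binding signal by more than 50% relative to plate controls in a single-dose test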;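 also: His-tagged Mcl-1 with rhodamine Noxa BH3 peptide and terbium anti-His antibody; 0% = Mcl-1 plus Noxa peptide wells and 100% = peptide-only wells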
# Rab7 wt GTP bind: modulators of GTP binding to Rab7, primary screen, biochemical, wildtype, multiplex bead flow cytometry; Rab7 GTPase wild type (dog), Bodipy-FL-GTP binding; GST-Rab7 beads, fluorescent GTP binding; actives lie on both sides; untreated = 100%, excess cold GTP = 0%; GTP binding activity (percent of control), % at 10 µM; 190,000 compounds, 0.055% hits;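 active = fluorescent GTP binding to Rab7 beads changed by at least 20 points from the 100% baseline, either direction, mostly lower; inconclusive = compound itself probably fluorescent, or too few beads counted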;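 also: median green fluorescence of bound Bodipy-FL-GTP per Rab7 bead population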
# Avidin bead fluor: green autofluorescence of compounds with avidin beads – biophysical, 488/530 nm, flow cytometry, artefact control, profiling panel; compound fluorescence 488/530 nm; stronger effect = higher value; fluorescence (KMESF) at 10 µM; 220,000 compounds, 0.38% hits; in the data active = fluorescence above about 47; also: inactives centre near 10
# Rac1 act GTP bind: GTP binding modulators of activated mutant Rac1, primary screen, biochemical, bead-based flow cytometry, multiplex, fluorescent GTP. 190,000 compounds, 0.11% hits. Ras-related C3 botulinum toxin substrate 1 (Homo sapiens), P63000. percent activity (GTP binding), % at 10 µM. GST-Rac1 activated beads; actives lie on both sides; 100% means binding = to untreated wells;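 active = GTP binding at least 20 percentage points away from the 100% baseline, in either direction, so actives lie on both sides; inconclusive = Compound likely fluorescent itself, or too few beads counted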
# Pf gametocyte: late stage P. falciparum gametocyte viability inhibitors, primary screen, ATP luminescence, HTS. P. falciparum stage V gametocytes, 24 h. inhibition, % at 10.9 µM. 150,000 compounds, 0.065% hits. AID 743093, 2013;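 active = inhibition above the mean plus 3 SD of compounds within the control limits, set per campaign, cut at about 38% in these data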;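 also: 0% = DMSO wells and 100% = medium only without gametocytes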
# Rac1 wt GTP bind: wildtype Rac1 GTP binding modulators, primary screen, biochemical, GST-Rac1 beads, flow cytometry, multiplex | AID 757, 2007 | 190,000 compounds, 0.27% hits | fluorescent GTP binding; actives lie on both sides; 0 = cold GTP competed, 100 = untreated | Ras-related C3 botulinum toxin substrate 1 (Homo sapiens), P63000 | GTP binding activity (% of control), % at 10 µM;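 active = GTP binding activity at least 20 points away from the 100% control level, either lower or higher; inconclusive = compound flagged as likely green fluorescent, judged across all proteins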
# HRas wt GTP: modulators of GTP binding to HRas wildtype, primary screen, biochemical, bead-based flow cytometry, multiplex; GTPase HRas (Homo sapiens), P01112; 190,000 compounds, 0.14% hits; GTP binding activity, % at 10 µM; GST-Ras wt beads, Bodipy-FL-GTP binding; actives lie on both sides; AID 759, 2007;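 active = GTP binding activity at least 20% away from the 100% baseline, either lowered as inhibitor or raised as activator; inconclusive = flagged as likely green fluorescent, judged across all proteins in the well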;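 also: 0% = unlabeled GTP competition control and 100% = no-compound control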
# Target sequence (P01112 whole entry, looked up): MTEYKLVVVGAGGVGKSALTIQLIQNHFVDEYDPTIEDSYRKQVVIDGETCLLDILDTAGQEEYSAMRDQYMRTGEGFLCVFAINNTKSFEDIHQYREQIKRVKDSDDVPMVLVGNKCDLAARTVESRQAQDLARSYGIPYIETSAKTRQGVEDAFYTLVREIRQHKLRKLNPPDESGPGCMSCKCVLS
# GSH fluor: compound fluorescence on glutathione beads, profiling panel, artefact control, biophysical, 488/530 nm, flow cytometry; GSH beads flow cytometry, compound fluorescence 488/530 nm; stronger effect = higher value; fluorescence (KMESF) at 10 µM; 190,000 compounds, 0.25% hits; in the data active = fluorescence above about 89;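 also: glutathione beads carrying GST-tagged Bcl family fusion proteins plus one bare bead set; values are compound well signal with DMSO vehicle wells as background; inactives centre near 16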
# Active calls of the source: *; ? = inconclusive; · = no result given. Compounds were not picked by outcome; 3% or so of the library scored in one or more.
SMILES,Pf gametocyte,HRas wt GTP,Rab2 wt GTP,Mcl1-Noxa inh,Rac1 wt GTP bind,Rac1 act GTP bind,Rab7 wt GTP bind,Avidin bead fluor,GSH fluor,Mcl1 Bid PPI,Cdc42 wt
O=C1c2ccccc2C(=O)N1c1ccccc1S(=O)C(F)(F)F (stereo not given),·,100,100,-3,101,95,103,13,36,-10,99
O=C(CSc1nnc(-c2ccco2)n1CC1CCCO1)c1ccccc1 (stereo not given),-2,99,97,6,98,97,96,4,15,-56,100
CCOc1ccc(OCC)c(NC(=O)CSc2nc3ccccc3c(=O)n2C)c1,0,101,101,-25,103,99,102,5,44,31,102
O=S(=O)(c1cccc2cccc(Cl)c12)N1CCCC1,-33,?,?,3,?,?,?,12,16,-16,?
CC(=O)Cc1nsc(NC(=O)c2ccc(COc3ccc(C)cc3)o2)n1,26,99,98,7,99,96,96,6,52,-7,100
COc1ccccc1C(C)NCC(=O)Nc1ccccc1C(F)(F)F (stereo not given),9,97,97,15,105,97,98,8,4,-21,99
C=CCNC(=O)C(C)Sc1ccc(Cl)cc1 (stereo not given),12,102,102,-20,107,101,101,12,26,-40,103
N#Cc1ncc(C(F)(F)F)cc1Sc1ccc(N)cc1,-37,100,102,-13,105,100,101,9,11,-36,101
CCn1c(=O)c([N+](=O)[O-])c(NCCN(C)C)c2ccccc21,-15,99,100,5,99,98,108,11,14,-74,100
Cn1c(-c2cccc3ccccc23)n[nH]c1=S,-2,102,100,22,104,100,100,3,9,-63,105
CCOc1ccc(N2CC(C(=O)NCCN3C(=O)S/C(=C\c4cccnc4)C3=O)CC2=O)cc1 (stereo not given),7,95,99,19,95,95,96,7,14,-24,96
CCOC(=O)Cc1cc(OC)c(OC)cc1Cc1cc(OC)c(OC)cc1CC(=O)OCC,·,98,96,3,97,93,97,14,37,-7,100
O=C(OCCCN=C1NS(=O)(=O)c2ccccc21)c1cccs1,-22,97,99,10,97,98,98,12,25,-3,96
CC(C)C(=O)Nc1ccc(N2CCN(S(C)(=O)=O)CC2)cc1,·,97,98,12,98,95,99,8,12,-23,97
Cc1nnc(SC2CC(=O)N(c3ccccc3)C2=O)s1 (stereo not given),8,97,97,-3,104,95,98,21,17,-31,97
CCSc1nnc(NC(=O)c2cc(-c3ccc(C)c(C)c3O)n[nH]2)s1,9,100,101,-16,104,98,100,8,13,11,107
CC(C)NC(=S)N1CCn2c(nc3ccccc32)C1,-1,101,99,-5,102,100,98,4,10,-46,104
Cc1cc(NC(=O)c2ccco2)ccc1NC(=O)Cc1cccs1,·,101,99,-21,107,99,103,8,24,-8,103
CCOc1ccccc1NC(=O)Nc1ccc(Br)cn1,6,98,100,0,99,96,104,11,24,-18,98
CN1C(=O)N(C)C2C1NC(=O)N2C (stereo not given),·,102,103,-6,107,99,101,23,22,-6,104
Cc1cc(NC(=O)CN2CCN(S(=O)(=O)c3ccc(Cl)cc3)CC2)no1,-11,101,102,-18,104,102,101,5,14,-59,103
CCC(C)NC(=O)c1ccc(CSc2nc3ccncc3n2Cc2ccc(F)cc2)cc1 (stereo not given),·,99,99,13,104,98,95,3,12,1,102
Cc1ccc(NC(=O)C(C)N2C(=O)c3ccccc3C2=O)cc1S(=O)(=O)N1CCOCC1 (stereo not given),·,96,95,3,96,94,94,10,15,-12,95
CC1(C(=O)N/N=C/c2ccc([N+](=O)[O-])o2)CC1(Br)Br (stereo not given),-9,100,100,3,107,99,101,7,14,-40,103
COCCNC(=O)C(C)Oc1ccc(Cl)cc1Cl (stereo not given),3,102,100,-4,100,99,100,23,14,-12,102

# (continued)
SMILES,Pf gametocyte,HRas wt GTP,Rab2 wt GTP,Mcl1-Noxa inh,Rac1 wt GTP bind,Rac1 act GTP bind,Rab7 wt GTP bind,Avidin bead fluor,GSH fluor,Mcl1 Bid PPI,Cdc42 wt
Cc1cccc(N2N=C(C(=O)N3CC(=O)Nc4ccccc43)CCC2=O)c1,·,101,98,28,102,95,104,10,14,-36,99
O=C(CCc1ccccc1)Nc1ccccc1,·,98,98,12,101,97,100,11,14,-13,98
Nc1nc2ccccc2n1C(=O)c1ccc(F)cc1,11,91,95,-6,91,93,93,12,10,-7,96
Cc1ccc(C(=O)NCC(=O)OCC(=O)N2CCCc3ccccc32)cc1,22,97,96,20,102,97,95,11,7,-16,99
Cc1cc2ccccc2c(=O)n1CC(=O)NCC(=O)N1CCN(c2ccccc2)CC1,1,105,107,16,101,100,100,11,23,-29,104
O=C(Nc1ccc(Oc2cccnc2)cc1)c1ccc([N+](=O)[O-])cc1,-3,93,93,6,96,94,102,17,11,-5,92
CCN(CC)S(=O)(=O)c1ccc(C)c(N=C=S)c1,3,93,95,11,95,94,95,8,17,-18,95
Cc1ccc2[nH]c3c(=O)n(Cc4ccccn4)cnc3c2c1,·,98,96,7,105,98,100,6,42,15,97
Cc1cc(C)n(CC(=O)N2CCCC(C(=O)c3cccc(OC(C)C)c3)C2)n1 (stereo not given),-14,97,98,-14,99,97,96,4,19,-65,100
O=C(c1ccc(N2CCN(C3CC(=O)N(c4ccc(F)cc4)C3=O)CC2)cc1)c1cccnc1 (stereo not given),·,102,100,1,106,99,101,11,32,-26,102
COc1ccc(CNC(C)C2COc3ccccc3O2)c(OC)c1 (stereo not given),3,99,101,4,105,98,98,33,28,47,99
Clc1ccc(COc2ccccn2)c(Cl)c1,4,100,99,7,104,96,102,13,35,-1,98
COc1ccc(-c2csc(NC(=O)CSc3nc(C)cs3)n2)cc1,·,94,95,9,98,94,94,21,18,-10,93
CN1CCN(C(=O)c2ccc(CSc3ccc(Cl)cc3)cc2)CC1,-21,98,98,-6,100,95,98,5,16,-55,104
CCN(CCCNC(=O)CCCOc1cc(=O)n(C)c2ccccc12)Cc1ccccc1,-4,98,98,30,98,97,93,14,14,14,101
CC(C)OCCCNC(=O)C(C)Oc1ccccc1 (stereo not given),·,101,99,7,104,100,98,10,46,-27,99
Cc1ccc(-n2c(N)c(C#N)c(-c3ccccc3)c(C#N)c2=O)cc1,4,100,99,12,104,100,99,39,17,0,102
O=C(COc1ncnc2ccc(Br)cc12)N1CCOCC1,·,102,102,-8,108,101,104,12,32,-33,103
COc1ccccc1NC(=O)CSc1nc2ccccc2n1C(C)=O,-11,99,98,9,101,100,96,26,14,-35,99
COc1ccc(CSc2nnnn2C)cc1F,2,103,104,8,106,101,101,10,9,-3,104
O=C(O)Cc1cc(I)c(Oc2ccc(O)c(I)c2)c(I)c1,·,96,95,22,99,96,94,8,20,35,97
COCCCNS(=O)(=O)c1ccc(Oc2ncc(C(F)(F)F)cc2Cl)cc1,·,104,103,7,105,100,101,5,40,-8,106
Cc1ccc(-c2ccc(/C=C3\C(=O)ON=C3c3ccccc3)o2)c([N+](=O)[O-])c1,-19,91,90,·,86,86,89,7,26,23,90
O=C(CCc1nnc(CCCCc2ccccc2)o1)NCCC1CCCCO1 (stereo not given),3,94,94,-9,97,97,91,6,17,-4,93
CCOc1ccc(N(CC(=O)O)S(=O)(=O)c2ccc(F)cc2)cc1,-14,101,100,7,104,98,100,14,35,19,99

# Next section.
SMILES,Pf gametocyte,HRas wt GTP,Rab2 wt GTP,Mcl1-Noxa inh,Rac1 wt GTP bind,Rac1 act GTP bind,Rab7 wt GTP bind,Avidin bead fluor,GSH fluor,Mcl1 Bid PPI,Cdc42 wt
COc1ccc(/C=N\NS(=O)(=O)c2ccc(C)cc2)cc1COc1ccccc1[N+](=O)[O-],·,101,96,9,105,98,100,7,16,-15,98
Cc1ccc(C)c(N2C(=O)CN=C2Nc2ccccc2Cl)c1,-2,101,103,41,105,100,100,21,32,26,103
CCOCC(=O)Nc1ccc(F)c(F)c1,17,98,95,0,93,95,96,12,24,-1,99
Cc1nc2ccc(S(=O)(=O)Nc3cccc(-c4nc5cccnc5s4)c3)cc2s1,·,92,91,4,96,86,95,4,16,9,90
O=C(OCC(=O)N1CCCCCC1)c1ccc([N+](=O)[O-])cc1Cl,15,96,96,2,100,97,95,10,13,-10,96
O=C1CCCC2=C1C(O)(C(F)(F)F)C(=O)N2Cc1ccccc1 (stereo not given),-4,104,102,11,112,102,98,35,23,-1,108
Cc1n[nH]c(C)c1S(=O)(=O)N1CCN(C2CCCCC2)CC1,·,105,103,0,102,100,100,8,16,-46,105
CCN(CC)c1cc2nc(C)n(Cc3ccccc3)c(=O)c2cc1NC(=O)C1CC1,-4,99,100,1,101,99,101,4,70,-1,98
CN(C(=O)c1cccc(C#N)c1)c1nnc(-c2cnccn2)s1,·,100,98,21,96,94,98,20,9,5,100
Cc1ccc(C)c(OCC(O)CN2CCC(CN3C(=O)c4cccc5cccc(c45)C3=O)CC2)c1 (stereo not given),7,100,100,8,104,101,105,11,13,-13,103
CC(=O)N1C(=S)NC(=O)/C1=C1/C(=O)N(CC(=O)Nc2cccc(C)c2)c2ccccc21,·,100,97,44,104,100,98,12,3,39,103
Cc1ccc(Cn2nnc3c(=O)[nH]c(C4CCCN(S(=O)(=O)c5ccccc5)C4)nc32)cc1 (stereo not given),·,97,97,7,103,101,94,9,19,-14,100
Cc1ccc(CN2CCN(/N=C/c3cc([N+](=O)[O-])ccc3Cl)CC2)cc1,·,104,104,0,104,99,104,10,12,-10,104
COc1cc(NC(=S)NC(=O)c2cc(C)cc(C)c2)ccc1NC(=O)c1cccs1,·,98,98,19,103,99,100,7,104*,-19,98
CC(CN1CCCCC1)OC(=O)Cc1ccc(Cl)cc1 (stereo not given),·,98,98,24,98,97,99,6,23,2,98
Cc1csc(=NC(=O)c2ccccc2)n1CCO,·,102,102,3,97,100,95,7,65,-12,101
